Assay outcomes (PubChem)
MT stabilize HCS = microtubule stabilizers in HeLa cells; HeLa tubulin immunostaining HCS, 24 h; share of cells brighter than vehicle mean+2SD; % tubulin-high responders, % at 10 µM; hit rate 0.83% among 200,000; AID 2205;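 active means plate Z-score above 3 for both tubulin-high and condensed-nucleus cell shares, with cell loss under 80%, at 10 µM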;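 further: anti alpha tubulin signal scored within the nucleus-defined area of each cell; some results filed as inactive read as strong as hits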
Insulin prom up = MIN6 insulin promoter up-regulation; MIN6 insulin promoter-GFP reporter, high-content imaging; hits give high values; z-score at 5 µM; hit rate 0.3% among 190,000;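 active means z-score above 3 at 5 µM with at least 500 cells counted in the well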
PMI inhibitors = MPI enzyme activity inhibition – biochemical, fluorescence intensity, coupled assay, primary screen (AID 1209) | purified PMI enzyme, coupled fluorescence intensity; higher % means a stronger effect | inhibition, % at 20 µM, or IC50 in µM where a hit was titrated | hit rate 0.42% among 190,000;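 further: plate controls were DMSO vehicle for no effect and wells lacking substrate for full effect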
human PMI inhibitors = MPI inhibition at elevated mannose 6-phosphate – biochemical, fluorescence intensity, high mannose 6-phosphate, primary screen (AID 1220); recombinant PMI enzyme, coupled fluorescence intensity; higher % means a stronger effect; inhibition, % at 20 µM; hits with a dose series show IC50 in µM; hit rate 0.66% among 190,000
b-catenin transl = beta-catenin nuclear translocation modulation; HeLa beta-catenin nuclear translocation, immunofluorescence imaging; nuclear translocation activity, % at 5 µM; hit rate 0.3% among 190,000; AID 1665;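 active means nuclear translocation activity above 50% at 5 µM, with a well cell count of 50 or more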;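 further: per-cell ratio of nuclear to cytoplasmic median beta-catenin stain intensity; plate controls were DMSO negative control for no effect and GSK-3 inhibitor IX positive control for full effect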
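Signal – beta-catenin immunofluorescence imaging with DAPI · Test system – human HeLa cell line · Dosing – 5 µM primary single dose, 0.1% DMSO, 0.02–20 µM confirmation series · Measure – % activation, nuclear-to-cytoplasmic median beta-catenin signal ratio per cell · Incubation – 24 h compound exposure at 37°C, 5% CO2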
T cell HTS = modulates CD8 T cell binding to vesicles. 2C CD8+ T cell-vesicle binding, flow cytometry; hits give low values. calls only at 7 µM. hit rate 0.068% among 330,000;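 active means response, share of CD8 T cells binding vesicles, and their 90th percentile fluorescence all below set limits, cut at about 80% in these data, passing the limit was not always enough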
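material = purified 2C TCR transgenic mouse naive CD8+ T cells | controls = Unloaded micro-vesicles (low), QL9 vesicles with 0.7% DMSO (high) | detection = cytometric PE anti-B7-1 and Alexa647 anti-CD8 signals after 1% paraformaldehyde fixation | incubation = binding step 1.5 h, 37 °C, antibody labelling 20 min, ice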
Autophagy HCS = modulators of autophagy. MEF GFP-LC3 puncta imaging; test concentration mostly 10 µM. calls only at 10 µM (by protocol). hit rate 0.98% among 190,000. AID 463193;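 active means percentage of spot-positive cells more than 3 SD above its plate mean, without a fluorescence outlier flag or 80% toxicity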;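 further: spot-positive cell cutoff set from DMSO-treated cells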
TNAP activators = human TNAP enzyme activators, primary screen, biochemical, luminescent, no phosphate acceptor, uHTS (AID 1001); activation fold at 20 µM; hits with a dose series show EC50 in µM; hit rate 0.03% among 200,000; purified TNAP, luminescent activation assay, no phosphate acceptor; higher activation fold means a stronger effect; in the data active means activation fold from about 3, or a potency from the dose series; inactive means the rest, 99 in 100 with activation fold below about 1.6; further: many of its hits are not listed in these tables
Lipid droplet = modulators of hepatic lipid droplet formation; inhibition, % at 6.5 µM; AML12 mouse hepatocytes, oleate lipid droplets, BODIPY imaging; AID 1656; hit rate 0.4% among 240,000;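 active means lipid droplet intensity inhibited by at least 50%, with more than 500 cells counted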
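Test system: AML12 mouse liver cells; schedule: overnight exposure; technique: high-content imaging of BODIPY-stained droplets and DAPI nuclei; read-out: % inhibition of corrected integrated BODIPY droplet signal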
Insulin prom up cell count = also measured in Insulin prom up; calls as there; cell count; measured here: cytotoxicity, nuclei count;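 total cells summed across four imaged fields per well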
Lipid droplet cells 6.5 µM = further read-out of Lipid droplet, marked with its call; cell count; measured here: cell count, cytotoxicity flag;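 cells counted across two imaged fields per well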
b-catenin transl cell count 5 µM = second read-out of b-catenin transl, no call of its own (marks repeat the call); cell count; measured here: cell count, cytotoxicity flag
T cell HTS vesicle-bound % = recorded beside T cell HTS, whose call it bears; double positive events, %; measured here: CD8+ vesicle-bound cell fraction;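 binding gate set so that unloaded-vesicle control wells show 10% double positive cells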
MT stabilize HCS Hoechst-high % = recorded beside MT stabilize HCS, whose call it bears; % Hoechst-high responders; measured here: nuclear condensation Hoechst responders;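 share of cells brighter than vehicle mean plus two SD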
MT stabilize HCS cytotoxicity % = second read-out of MT stabilize HCS, no call of its own (marks repeat the call); toxicity, %; measured here: cytotoxicity by cell density;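 0% = mean cell density of plate MIN control wells and 100% = no cells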
Autophagy HCS cell loss 18 h = further read-out of Autophagy HCS, marked with its call; toxicity, %; measured here: cell loss, nuclei count;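 cell loss after 18 h compound exposure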
The depositor's hits bear a star; i = inactive; . = not tested or not shown. Unless noted, no stated cut-off is given here; in the data, active means inhibition above about 50%; inactive means the rest.

SMILES | MT stabilize HCS | MT stabilize HCS Hoechst-high % | MT stabilize HCS cytotoxicity % | Insulin prom up | Insulin prom up cell count | PMI inhibitors | human PMI inhibitors | b-catenin transl | b-catenin transl cell count 5 µM | T cell HTS | T cell HTS vesicle-bound % | Autophagy HCS | Autophagy HCS cell loss 18 h | TNAP activators | Lipid droplet | Lipid droplet cells 6.5 µM
Cn1c(Cc2ccccc2)nnc1SCc1nc2ccccc2c(=O)[nH]1 | 4.8 | 2.6 | 3.9 | -0.61 | 1230 | -4% | -9% | -1.0 | 1099 | i | 51 | i | -9 | 1.1 | 4 | 686
O=C(CC12CC3CC(CC(C3)C1)C2)N1CCN(S(=O)(=O)c2cccs2)CC1 | 1.3 | 2.7 | 7.2 | 0.9 | 1212 | 5% | 5% | -1.5 | 1027 | i | 7 | i | 5 | 1.1 | -4 | 630
Cc1ccc(OCC(=O)N/N=C\c2c(C)[nH]n(-c3ccccc3)c2=O)c([N+](=O)[O-])c1 | 3.3 | 4.5 | 6.4 | -0.21 | 1412 | -7% | -4% | -1.9 | 1102 | i | 57 | i | 4 | 0.9 | 2 | 658
O=C(Nc1ccc(S(=O)(=O)Nc2ncccn2)cc1)c1ccc(N2CCCC2=O)cc1 | . | . | . | 1.2 | 902 | . | . | 0.3 | 1315 | i | 34 | . | . | . | -1 | 656
CCCCNC(=O)Nc1cc(C(=O)OC)ccc1Cl | 0.6 | 1.7 | 6.2 | -0.26 | 960 | -2% | -8% | -1.4 | 1212 | i | 35 | i | -4 | 1 | -2 | 781
Cc1c(Cl)cccc1NC(=S)NCCCN(C)C | 2.8 | 1.5 | 6.7 | 1.2 | 1143 | -2% | 1% | . | . | i | 57 | i | -10 | 1 | 2 | 694
COC(=O)C1=C(C)N(Cc2ccc(C)cc2)C(=O)/C1=C\c1ccc(O)c(OC)c1 | 2.2 | 1.2 | 6.3 | 0.65 | 1500 | 28% | 59%* | 2.5 | 1351 | i | 46 | i | 17 | 0.7 | . | .
O=C(O)Cc1n[nH]c(=O)c2ccccc12 | 4.5 | 1.8 | 5.2 | 0.36 | 1358 | -7% | -1% | -3.9 | 597 | i | 29 | i | 27 | 1.1 | 2 | 741
Cc1nc2ccc(C(=O)N3c4ccccc4CC3C)cc2s1 (stereo not given) | 19* | 5.8* | 78* | 0.32 | 1518 | 6% | 12% | 6.3 | 899 | i | 6 | i | 14 | 1.2 | 6 | 764
CC(=O)c1c(C)[nH]c(C(=O)Nc2cccc(S(=O)(=O)N(C)c3ccccc3)c2)c1C | 5.2 | 1.7 | 6.8 | -2.6 | 1038 | -2% | 7% | 0.2 | 1123 | i | 56 | i | -3 | 1.1 | -5 | 692

Part of the list above, limited to human PMI inhibitors.
Compound | human PMI inhibitors
CCCCNC(=O)Nc1cc(C(=O)OC)ccc1Cl | -8%
Cc1c(Cl)cccc1NC(=S)NCCCN(C)C | 1%
COC(=O)C1=C(C)N(Cc2ccc(C)cc2)C(=O)/C1=C\c1ccc(O)c(OC)c1 | 59%*

Next section.
SMILES | MT stabilize HCS | MT stabilize HCS Hoechst-high % | MT stabilize HCS cytotoxicity % | Insulin prom up | Insulin prom up cell count | PMI inhibitors | human PMI inhibitors | b-catenin transl | b-catenin transl cell count 5 µM | T cell HTS | T cell HTS vesicle-bound % | Autophagy HCS | Autophagy HCS cell loss 18 h | TNAP activators | Lipid droplet | Lipid droplet cells 6.5 µM
CCOC(=O)N1CCN(C(=O)c2ccc(CS(=O)(=O)c3c(Cl)cccc3Cl)o2)CC1 | 3.4 | 2.6 | 5.1 | -0.58 | 1817 | 1% | 2% | -3.4 | 1069 | i | 43 | i | 18 | 1 | -22 | 605
Cc1ccccc1N=C1SCC(=O)N1Cc1ccccc1 | 2.0 | 1.4 | 9.8 | 0.09 | 1233 | 5% | 12% | 0.1 | 954 | i | 43 | i | -3 | 1.2 | -6 | 703
C=C(C)C1CC=C(C)/C(=N/NC(=O)c2ccc(NC(=O)c3cccc(C)c3)cc2)C1 (stereo not given) | 2.9 | 1.9 | 6.9 | . | . | 2% | 5% | . | . | i | 39 | i | 17 | 1 | . | .
CCOC(=O)c1ccc(NC(=O)NC2CC3CCC(C2)N3Cc2nnnn2Cc2ccco2)cc1 (stereo not given) | 1.9 | 1.2 | 2.8 | -0.45 | 1504 | 7% | 4% | -2.6 | 1430 | i | 34 | i | -1 | 1.3 | . | .
O=C(COC(=O)c1cccc([N+](=O)[O-])c1)NCC1CCCO1 (stereo not given) | 3.0 | 3.0 | 7.7 | 2.2 | 1015 | -14% | -4% | 2.0 | 888 | i | 28 | i | 22 | 1 | -29 | 710
O=C(COC(=O)C1CC2C=CC1C2)Nc1ccc2c(c1)OC(F)(F)O2 (stereo not given) | 2.9 | 1.4 | 9.2 | 0.48 | 1071 | 14% | 42% | -4.5 | 1291 | i | 26 | i | 1 | 1.1 | 7 | 748
Cc1c(C(=O)N2CCOCC2)[nH]c2ccc(OCc3ccccc3)cc12 | 0.9 | 1.3 | 6.6 | -0.08 | 765 | 2% | -2% | -4.7 | 1149 | i | 56 | i | -6 | 1 | 11 | 717
CCN(CC)C(=O)Cn1cc(SCC(=O)NC)c2ccccc21 | 4.3 | 1.9 | 3.3 | -0.12 | 1258 | -12% | -2% | 0.2 | 1030 | i | 61 | i | -8 | 1.2 | 6 | 784
C=CCC1(CC=C)CCCN1C(=O)CC1C(=O)NCCN1Cc1cc(OC)cc(OC)c1 (stereo not given) | 2.7 | 2.5 | 5.1 | -0.43 | 1450 | 10% | 27% | 1.2 | 1084 | i | 3 | i | -31 | 1 | -27 | 720
Cn1c(=O)c(=O)n(C)c2cc(S(=O)(=O)N3CCN(C4CCCCC4)CC3)ccc21 | 6.5 | 2.8 | 4.2 | 1.2 | 772 | -10% | -12% | . | . | i | 50 | i | 8 | 1.1 | . | .
N#C/C(=C\c1ccc[nH]1)C(=O)NCC1CCCO1 (stereo not given) | . | . | . | -0.03 | 1515 | . | . | -1.2 | 1166 | i | 12 | . | . | . | 1 | 658
CCc1nnc(NC(=O)Cn2c(=O)oc3ccccc32)s1 | 1.6 | 1.9 | 9.7 | 0.3 | 1008 | -1% | -1% | . | . | i | 29 | i | -12 | 1.1 | 5 | 777
Cc1ccc(C)c(NC(=O)COC(=O)CC2c3ccccc3CCN2S(=O)(=O)c2ccc(F)cc2)c1 (stereo not given) | 3.2 | 2.8 | 6.9 | -0.51 | 1260 | 7% | 8% | 0.7 | 978 | i | 30 | i | 3 | 1.3 | -28 | 670
COc1ccc2c(c1)OC(O)(C(F)(F)C(F)F)CC2=O (stereo not given) | 7.1 | 4.8 | 0.4 | 0.27 | 1632 | 19% | 22% | -0.5 | 1109 | i | 25 | i | -9 | 1 | -4 | 698
Cc1nn2c(NCCN(C)C)c3c(nc2c1-c1ccccc1)CCC3 | . | . | . | -0.15 | 1014 | . | . | 0.3 | 1429 | i | 24 | . | . | . | 0 | 670
COC(=O)c1ccc(NC(=O)CSc2nnc(-c3ccncc3)n2N)cc1 | 2.6 | 2.0 | 7.4 | -1 | 1214 | 0% | -15% | 0.4 | 761 | i | 53 | i | -1 | 0.9 | . | .
Cc1ccc(CSc2nnc3c(n2)OC2(Nc4ccccc4-3)C(=O)Nc3ccc(F)cc32)cc1 (stereo not given) | 2.4 | 1.7 | 6.4 | 0.88 | 1462 | 35% | 26% | -0.3 | 1369 | i | 16 | i | -17 | 1 | . | .
CC(=O)Nc1ccc(S(=O)(=O)Nc2ccc(C(=O)NCC(=O)O)cc2)cc1 | . | . | . | -0.32 | 1088 | . | . | 0.5 | 1320 | i | 44 | . | . | . | 9 | 773
CCOc1ccccc1NC(=O)CCCc1nc2ccccc2c(=O)[nH]1 | 6.3 | 3.4 | 9.1 | -0.35 | 1303 | 6% | 4% | -6.0 | 1181 | i | 35 | i | 19 | 1.1 | 2 | 738
CCn1c(C)nc2cc(C(=O)N/N=C/c3ccc(O)c(O)c3O)ccc21 | 3.2 | 2.2 | 3.2 | 1.3 | 1339 | 7µM* | 8.5µM* | 1.2 | 1505 | . | . | i | 8 | 1.3 | 1 | 716
O=C(NCC(=O)N(c1ccc2c(c1)OCCO2)C(C(=O)NC1CCCC1)c1ccco1)c1ccco1 (stereo not given) | 3.1 | 2.2 | 4.9 | . | . | -6% | 3% | -3.2 | 444 | i | 58 | i | -7 | 1 | 2 | 712
CS(=O)(=O)c1[nH]nc(-c2ccccc2)c1C#N | . | . | . | 0.56 | 1430 | . | . | 1.2 | 1312 | i | 59 | . | . | . | 5 | 696
c1ccc(COc2ccc(CN3CCN(c4ccccn4)CC3)cc2)cc1 | 2.2 | 2.1 | 4.8 | -0.01 | 859 | 2% | -2% | . | . | i | 28 | i | -35 | 1.1 | 10 | 776
COc1ccc(/C=C(/NC(=O)c2ccccc2Cl)C(=O)O)cc1 | 1.7 | 1.3 | 5.9 | -0.52 | 1474 | 4% | -11% | 0.3 | 1501 | i | 61 | i | 11 | 1.1 | 6 | 699
COc1ccccc1NS(=O)(=O)c1cc(C(=O)NCc2ccco2)ccc1C | 1.7 | 1.1 | 3.7 | -0.37 | 778 | 5% | -4% | 1.7 | 934 | i | 31 | i | 27 | 1 | -4 | 752
COc1ccc(Cc2nnc(NC(=O)c3cccs3)s2)cc1OC | 3.8 | 1.7 | 7.8 | -0.45 | 1334 | -11% | -2% | -1.7 | 1097 | i | 50 | i | -5 | 1.2 | 3 | 694
